# Compound activity: PubChem BioAssay, National Center for Advancing Translational Sciences (NCATS)
# BCR signal inh – blocks chronic active B-cell receptor signaling; ABC-DLBCL IkBa-CBG/CBR reporter, luminescence ratio, 4 h; AID 493014; actives 0.05% (n = 340,000); Potency, µM (doses to about 46.1 µM), without a hit: top-dose ratio change, negative = lower green/red ratio, hits mostly inhibitors; active means well fitted inhibition curve with a large enough effect in the signal ratio, with a control signal flat, not every such curve was filed as active; inconclusive means small, poorly fitted or top-dose-only effect, or effect the other way, or a change in a side signal; the % refers to the signal ratio;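 further: potency means the concentration at half of the fitted maximal effect; plate controls were basal doxycycline-induced cells for no effect and cells given 10 µM MG132 for full effect; MG132 reads +100%, hits lower the ratio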
#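 Doxycycline induced both beetle luciferases in TMD8 lymphoma cells; IKK-driven degradation limits the IkappaBalpha-fused green signal, while red luminescence normalises for cell number and nonspecific effects. Compounds tested up to 46 uM, 4 hrs.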
# KCNH2 WT inh – KCNH2 (human, wildtype) channel inhibition | Q12809 | U2OS, BacMam KCNH2, thallium flux FluxOr; active compounds read low | activity change, % at 1.84 µM | actives 0.37% (n = 340,000) | AID 720551;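 active means maximum activity change below -70%; inconclusive means maximum activity change between -70% and -50%; inactive means maximum activity change above -50%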; further: on the % scale 0 is the no-effect control and ±100 the full control effect
#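 U2OS cells transduced with wild-type KCNH2 virus are loaded with FluxOr dye for 45 min, and thallium flux is measured in kinetic reads before and after stimulation buffer. Rate constants are normalized to DMSO controls.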
# Tb PFK block – inhibitors of T. brucei phosphofructokinase; O15648; AID 485367; actives 0.17% (n = 330,000); Potency, µM (highest dose often 57.5 µM), for the others: at the highest dose activity, negative = inhibition, usual class: inhibitors; T. brucei PFK, ADP-Glo luminescence;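 further: potency means the concentration at half of the fitted maximal effect; 0% = uninhibited 1x PFK enzyme wells and -100% = no-enzyme wells; nearly all actives have a fitted effect of over 60% in size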
# Target sequence (O15648 whole entry, looked up): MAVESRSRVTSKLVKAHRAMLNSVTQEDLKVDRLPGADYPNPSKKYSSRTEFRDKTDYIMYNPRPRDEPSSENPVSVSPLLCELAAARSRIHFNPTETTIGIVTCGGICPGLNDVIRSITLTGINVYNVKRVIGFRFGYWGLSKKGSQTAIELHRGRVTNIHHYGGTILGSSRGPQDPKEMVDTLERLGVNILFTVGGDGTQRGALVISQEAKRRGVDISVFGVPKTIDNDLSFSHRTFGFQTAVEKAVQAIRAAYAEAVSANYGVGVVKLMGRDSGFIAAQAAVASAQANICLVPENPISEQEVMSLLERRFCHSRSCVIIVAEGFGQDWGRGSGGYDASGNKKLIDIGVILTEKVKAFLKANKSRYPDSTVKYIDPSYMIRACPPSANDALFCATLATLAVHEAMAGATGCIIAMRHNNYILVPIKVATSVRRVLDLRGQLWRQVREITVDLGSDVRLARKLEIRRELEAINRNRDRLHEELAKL
#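 In TEA buffer at pH 8.0 with 5 mM MgCl2, enzyme (1.25 nM) converted F6P (0.5 mM) and ATP (0.1 mM) for 45 min at room temperature. ADP product was read by luciferase luminescence.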
# FBPA coupling cs – inhibits coupling enzyme system, counter-screen for aldolase hits; coupling enzyme system counterscreen, AmpLite Red fluorescence; actives 0.67% (n = 290,000); activity change, negative = inhibition, % at 58.2 µM, hits read low; in the data active means activity change below about -30%; further: on the % scale 0 is the no-effect control and ±100 the full control effect
#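 Activity here indicates interference with the coupling reaction, not aldolase inhibition. Compounds at 57.5 uM final met coupling enzymes for 10 min at RT; substrate and AmpLite Red detection followed, with a 525/598 nm fluorescence read after 20 min.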
# GALK inhibitor – inhibitors of human galactokinase | P51570 | Potency, µM (titrated, usually from 57.5 µM), for the others: at the top dose activity change, negative = inhibition, usual class: inhibitors | actives 0.007% (n = 270,000) | AID 1868 | Purified GALK, Kinase-Glo residual ATP luminescence; further: potency means the concentration at half of the fitted maximal effect; on the % scale 0 is the no-effect control and ±100 the full control effect
# Target sequence (P51570 whole entry, looked up): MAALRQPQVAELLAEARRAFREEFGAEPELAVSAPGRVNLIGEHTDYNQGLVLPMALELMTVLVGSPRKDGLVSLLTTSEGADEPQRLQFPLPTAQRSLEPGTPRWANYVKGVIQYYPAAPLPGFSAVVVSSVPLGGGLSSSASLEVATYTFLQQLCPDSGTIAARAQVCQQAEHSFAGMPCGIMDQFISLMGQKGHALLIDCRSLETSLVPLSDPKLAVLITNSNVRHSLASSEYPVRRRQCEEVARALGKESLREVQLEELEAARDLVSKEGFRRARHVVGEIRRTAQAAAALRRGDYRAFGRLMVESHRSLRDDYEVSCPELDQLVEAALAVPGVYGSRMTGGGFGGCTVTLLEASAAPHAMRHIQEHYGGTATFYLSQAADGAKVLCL
#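 The enzyme phosphorylates galactose (100 uM) using ATP (35 uM); inhibition is detected as higher residual ATP, quantified by bioluminescence after 1 h reaction at room temperature, pH 8.0.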
# TCR activator – activators of T cell receptors; Potency, µM (highest dose often 9.22 µM), without a hit: at the top dose activation of IL-2 secretion, most hits filed as activators; AID 504894; primary human leukocytes, anti-CD3, IL-2 HTRF, 48 h; 330,000 tested, under 10 active; further: % of control where 0% means no effect
#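 IL-2 produced over 48 hr by a-CD3 bead-stimulated primary human leukocytes exposed to compounds was detected with a homogeneous time-resolved FRET immunoassay, 665nm acceptor signal after 320nm excitation.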
# Giardia kill – Giardia lamblia killing. Giardia lamblia trophozoite viability. activity change, % at 7.66 µM, hits read low. actives 0.15% (n = 340,000). AID 540267; in the data active means activity change below about -80%; inconclusive means between about -30% and that limit;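 further: parasites exposed to compound for two days anaerobically before the ATP read; on the % scale 0 is the no-effect control and ±100 the full control effect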
#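 Viability, read as ATP luminescence: trophozoites at 100 cells/well, compound added, 48 hrs anaerobic at 37 deg C, then 15-30 min room-temperature development before reading.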
# A-T KAP1 phos – potential ataxia-telangiectasia treatments restoring KAP-1 phosphorylation; Potency, µM (top dose mostly 57.5 µM), without a hit: at the top dose activation, most hits filed as activators; AID 485349; […] A-T fibroblasts, KAP-1 phosphorylation AlphaLISA; neocarzinostatin DNA damage 30 min before lysis; actives 0.19% (n = 320,000); further: potency means the concentration at half of the fitted maximal effect; % of control where 0% means no effect; nearly all actives have a fitted effect of over 45% in size
#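 hTERT-immortalized A-T patient fibroblasts ([…]), 500 cells/well in OPTI-MEM, 1% FBS, got compounds for 60 min, then NCS for 30 min at 37C. Lysates were then assayed for phospho-KAP-1 by AlphaLISA (anti-pKAP1 donor, anti-KAP1 acceptor beads), 6 hr at 25C.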
# TSHR antagonist – antagonists of human thyroid stimulating hormone receptor | P16473 | activity change, negative = inhibition, % at 11.5 µM | actives 0.2% (n = 330,000) | TSHR-expressing cells, TSH-stimulated cAMP HTRF, 2 h; active compounds read low;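 active means activity change below a set negative limit, meaning inhibition stronger than a set level, cut at about -70% in these data; inconclusive means activity change between two set negative limits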; further: on the % scale 0 is the no-effect control and ±100 the full control effect
#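 Cell-based HTRF cAMP assay; TSHR cells + compound, TSH EC80 (4nM final), 2 h, 37 deg C. Lysis with anti-cAMP cryptate and cAMP-d2, 30 min RT, read 665/620 nm.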
# MLL CXXC-DNA inh – blocks binding of human MLL CXXC domain to DNA; AID 2662; MLL-CXXC / FITC-HOXA9 DNA fluorescence polarization; actives 0.037% (n = 290,000); Potency, µM (series often up to 115 µM), inactives show top-dose activity change, negative = inhibition, hits mostly inhibitors; Q03164; active means well fitted inhibition curve with a large enough effect in the polarisation, with a control signal flat, not every such curve was filed as active; inconclusive means small, poorly fitted or top-dose-only effect, or effect the other way, or a change in a side signal; inactive means no such curve, though single readings can be large or run the other way; the % refers to the polarisation; further: potency means the concentration at half of the fitted maximal effect
#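 Fluorescence polarization: 7 uM MLL-CXXC (stock) preincubated 5 min with compounds, then 50 nM fluorescein-HOX-A9 DNA (stock) added; 30 min ambient. Buffer 50 mM Tris-HCl pH 7.5, 50 mM NaCl, 1 mM DTT, 0.05% BSA.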
# Numbers without * were called inactive; u = inconclusive; x = not tested or not shown; [ ] = remark or other dose. Unless noted, the call rests on the fitted dose curve; in most records, active means well fitted curve in the direction sought with a large enough effect; inconclusive means small, poorly fitted or top-dose-only effect, or another doubt; inactive means no such curve, though single readings can be large; an effect the other way counts as inactive or inconclusive.
SMILES,BCR signal inh,KCNH2 WT inh,Tb PFK block,FBPA coupling cs,GALK inhibitor,TCR activator,Giardia kill,A-T KAP1 phos,TSHR antagonist,MLL CXXC-DNA inh
CC(C)CCn1c(=O)c2ccccc2n2c(CN3C(=O)NC4(CCC(C)CC4)C3=O)nnc12 (stereo not drawn),5%,3,2%,8,4%,1%,-3,-19%,3,-1%
CC(=O)Nc1cccc(NC(=O)CSc2ccc(-c3ccco3)nn2)c1,-10%,-3,-24%,x,-2%,1%,-4,15%,-9,-3%
COCCN1CC(=O)N2C(c3cccc(C)c3)c3[nH]c4ccccc4c3C[C@H]2C1=O (stereo partly drawn),-9%,23,3%,0,4%,5%,-1,17%,-5,9%
COc1ccc(C(=O)N/N=C\c2coc3ccccc3c2=O)cc1,-17%,-2,0%,0,-1%,-4%,-21,8%,-2,87%[activator]
CCCCN(CCCC)c1ncnc2nc[nH]c12,-16%,-8,0%,-2,-2%,4%,-10,-6%,-27,9%
COc1ccccc1N1CCN(C(=O)CSc2nc(C)cc(=O)[nH]2)CC1,2%,-20,6%,4,-1%,6%,11,-3%,8,-8%
Cc1cc(-c2nnc(SCc3cccnc3)o2)no1,3%,12,0%,2,1%,0%,4,-6%,1,1%
COc1cc(C)c(CNc2ccc(OC)c(OC)c2)cc1C,-4%,x,0%,-31*,0%,x,x,-1%,-12,-3%
CC(=O)c1ccc(NC(=S)N2CCN(c3cccc(Cl)c3)CC2)cc1,5%,-3,-15%,3,3%,-2%,-1,1%,11,14%
CC(C)C[C@@H](C(=O)NCC1CCCO1)N1C(=O)N2CCc3c([nH]c4ccccc34)[C@@]2(C)C1=O (stereo partly drawn),-8%,-1,1%,-2,x,5%,-3,10%,-5,-2%
COC(=O)c1ccc(C2C(C(C)=O)=C(O)C(=O)N2CCO)cc1 (stereo not drawn),0%,14,-1%,2,0%,-9%,4,1%,-4,1%
CCOc1cc(C(=O)N2CCOCC2)ccc1OCc1ccccc1,-14%,-8,16%,2,0%,5%,8,-3%,6,1%
COc1ccccc1NC(C)=[N+](C)CCNS(=O)(=O)c1ccc(Cl)cc1,u,38,1%,x,0%,-3%,24,1%,-7,-20%
Cc1cc(NC(=O)/C(C#N)=C/c2ccc(-c3cccc(C(F)(F)F)c3)o2)n(-c2ccccc2)n1,-1%,3,4%,2,1%,6%[46.1 µM],4,1%,-6,-2%
Cc1nc([N+](=O)[O-])cn1CC(=O)c1ccc(OC(F)(F)F)cc1,2%,-1,-4%,-1,1%,1%,-4,-4%,-5,4%
CCOC(=O)/C(C#N)=C/c1cc(C)n(-c2ccccc2)c1C,9%,-10,-2%,7,1%,-7%,-19,x,-42,-2%
COc1ccc(OC)c(NC(=O)COC(=O)CN2C(=O)NC3(CCCC3)C2=O)c1,0%,13,3%,x,x,7%,10,6%,-1,x
Cc1ccc(C(=O)N=c2sccn2C)cc1S(=O)(=O)N1CCOCC1,u,-4,-4%,x,x,5%,-9,-2%,-11,x
COc1ccc(NC(C)=O)cc1NC(C)c1nc2sc(C)c(C)c2c(=O)[nH]1 (stereo not drawn),2%,-13,3%,-28,5%,-1%,-6,16%,38,-6%
COc1cc(OC)cc(-c2c(C#Cc3ccsc3)c3cc(-c4ccc(CN5CCOCC5)cc4)ccc3n2C)c1,-3%,-4,-3%,x,x,1%,3,7%,2,x
O=c1oc2ccccc2c(NC2CCCCC2)c1NS(=O)(=O)c1ccc(F)cc1,u,13,5%,x,-9%,-4%,23,u,36,-6%
O=C(O)C1CCCCC1C(=O)NCCc1ccc(F)cc1 (stereo not drawn),4%,-3,-2%,-2,2%,1%,-25,-7%,7,-10%
CCOC(=O)N1CCN(c2ccc(S(=O)(=O)N3CCOCC3)cc2[N+](=O)[O-])CC1,u,0,-1%,x,x,5%,u,-10%,10,x
CN1CCN(S(=O)(=O)c2cccc(C(=O)N3CCc4ccccc43)c2)CC1,-2%,7,-5%,-2,6%,-6%,-6,-2%,-6,1%
Cc1ccc(C(=O)NCCCNc2ccccc2[N+](=O)[O-])cc1,-13%,-3,0%,1,-2%,-2%,-18,-4%,4,-4%

# Shown bar-delimited: entries from further up.
canonical_smiles | BCR signal inh | KCNH2 WT inh | Tb PFK block | FBPA coupling cs | GALK inhibitor | TCR activator | Giardia kill | A-T KAP1 phos | TSHR antagonist | MLL CXXC-DNA inh
COc1ccc(NC(C)=O)cc1NC(C)c1nc2sc(C)c(C)c2c(=O)[nH]1 (stereo not drawn) | 2% | -13 | 3% | -28 | 5% | -1% | -6 | 16% | 38 | -6%
CCOC(=O)/C(C#N)=C/c1cc(C)n(-c2ccccc2)c1C | 9% | -10 | -2% | 7 | 1% | -7% | -19 | x | -42 | -2%
COc1ccc(C(=O)N/N=C\c2coc3ccccc3c2=O)cc1 | -17% | -2 | 0% | 0 | -1% | -4% | -21 | 8% | -2 | 87%[activator]
COc1ccccc1N1CCN(C(=O)CSc2nc(C)cc(=O)[nH]2)CC1 | 2% | -20 | 6% | 4 | -1% | 6% | 11 | -3% | 8 | -8%

# For convenience, some entries already given:
SMILES,BCR signal inh,KCNH2 WT inh,Tb PFK block,FBPA coupling cs,GALK inhibitor,TCR activator,Giardia kill,A-T KAP1 phos,TSHR antagonist,MLL CXXC-DNA inh
CN1CCN(S(=O)(=O)c2cccc(C(=O)N3CCc4ccccc43)c2)CC1,-2%,7,-5%,-2,6%,-6%,-6,-2%,-6,1%
Cc1ccc(C(=O)NCCCNc2ccccc2[N+](=O)[O-])cc1,-13%,-3,0%,1,-2%,-2%,-18,-4%,4,-4%

# The list continues.
SMILES,BCR signal inh,KCNH2 WT inh,Tb PFK block,FBPA coupling cs,GALK inhibitor,TCR activator,Giardia kill,A-T KAP1 phos,TSHR antagonist,MLL CXXC-DNA inh
COc1cc(-c2nnn(CC(=O)N3CCOCC3)n2)cc(OC)c1OC,-1%,-2,0%,2,2%,0%,7,-8%,3,2%
COc1ccc(CC(=O)NNC(=O)COc2ccc(F)cc2)cc1S(=O)(=O)N1CCOCC1,-1%,-3,0%,x,x,3%,-2,2%,51,x
C#CCn1cnc2c(cnn2-c2ccc(C)c(C)c2)c1=O,18%,-3,-1%,-3,7%,-6%,7,10%,-13,-5%
CCOc1ccc(N(C(C)C(=O)N/N=C(\C)C(C)(C)C)S(C)(=O)=O)cc1 (stereo not drawn),3%,-1,-2%,3,1%,0%[46.1 µM],-20,11%,6,-4%
Cc1cc(C)n(-c2ccc(C(=O)NCc3ccc4c(c3)OCO4)cc2)n1,7%,1,0%,-3,-1%,x,2,6%,-7,-2%
Cc1ccc(C)c(N2C(=O)c3cc(N4CCOCC4)c([N+](=O)[O-])cc3C2=O)c1,8%,3,-7%,-2,0%,1%[46.1 µM],-7,3%,-13,3%
CCC(C)(C)NC(=O)C(c1ccncc1)N(C(=O)Cn1nnc2ccccc21)c1cc2c(cc1C(C)=O)OCO2 (stereo not drawn),1%,-11,1%,3,3%,1%,-5,1%,-5,-10%
CC(=O)c1cc2c(cc1NC(=O)c1ccc(C)cc1)OCCO2,-1%,0,-8%,-4,0%,-5%,-23,-3%,2,-2%
Cc1ccc(CNC(=O)C2CCC(=O)N2Cc2ccc(F)cc2)cc1 (stereo not drawn),9%,28,-1%,0,-2%,-1%,-6,-5%,-1,2%
Cc1ccc(-n2nc3ccc(NC(=O)C(C)C)cc3n2)cc1,u,2,0%,2,-1%,-5%,-18,-2%,-12,-5%
CC(C)(C)OC(=O)NC1CONC1=O (stereo not drawn),3%,17,0%,0,3%,1%[46.1 µM],-18,-3%,1,6%
Cc1c(NS(=O)(=O)c2ccc(C(=O)NCc3ccccc3)cc2)c(=O)n(-c2ccccc2)n1C,0%,6,1%,3,1%,-2%,-3,11%,-1,5%
CC(C)(C)Nc1nc(Cl)nc(Nc2ccccc2)n1,u,-2,0%,0,-3%,3%,0,-7%,0,-5%
OCC1(Cc2ccccc2C(F)(F)F)CCN(Cc2ccccc2)CC1,u,4,11%,0,-2%,-1%,10,-1%,-10,-11%
COc1cc([N+](=O)[O-])ccc1NC(=O)Nc1ccc2c(c1)OCCO2,u,-11,-3%,-10,-2%,1%,-17,0%,-3,17%
NC(=O)CSc1ncnc2c1oc1ccccc12,u,3,-5%,4,3%,3%,-5,3%,28,0%
CCc1ccccc1NC(=O)CC(O)(C(=O)OC)C(F)(F)F (stereo not drawn),0%,0,3%,2,0%,3%,6,1%,-3,-4%
CCc1nc2ccccc2c(C(=O)Nc2ccc(C)cc2)c1C,-1%,-5,-1%,-3,-4%,-1%,-25,3%,19,14%
COC(=O)Cn1c(CN(C)Cc2ccccc2)nc2c1c(=O)n(C)c(=O)n2C,-1%,-14,0%,1,1%,-3%,-11,0%,-4,-11%
